Bioassay records: PubChem BioAssay, several laboratories
SMARCA2 act – activators of SMARCA2 function; 1% of 370,000 active; MG213 cells, MMTV-luciferase reporter, dexamethasone, overnight; activation, % at 9.1 µM; AID 652017; in the data active = activation above about 7.8%;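 note: 0% = vehicle wells and 100% = reference activator wells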
hcDAF12 agonist – activators of H. contortus DAF-12 nuclear receptor. 1.4% of 370,000 active. HEK293 hcDAF-12 lit1-tk-luc reporter, luminescence; 0% DMSO, 100% Δ7-dafachronic acid. activation, % at 6.8 µM. AID 652067;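 active = activation above the mean of all tested compounds plus 3 SD, cut at about 5.5% in these data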;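 note: 100% = response to 3 µM Δ7-dafachronic acid high control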
PLCg1 inh – PLC-gamma1 (human) inhibition, primary screen; purified PLC-gamma1, fluorogenic substrate, fluorescence; P19174; 0.84% of 370,000 active; AID 720700; inhibition, % at 12.2 µM; in the data active = inhibition above about 9.5%
DAX1 inh-1 – blocks DAX1 repression of SF-1 activated StAR promoter; HEK293T StAR-luciferase reporter, SF-1/DAX-1 repression relief; inhibition, % at 6.8 µM; 1.1% of 370,000 active; AID 652010;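 active = inhibition above the mean over all tested compounds plus 3 SD, cut at about 3.6% in these data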;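 note: 0% = DAX-1 cells with DMSO and 100% = cells lacking DAX-1 with DMSO; higher inhibition means more luminescence from relief of DAX-1 repression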
ADAM17 inh – inhibits human ADAM17 | P78536 | recombinant ADAM17, EDANS/DABCYL FRET peptide cleavage | AID 720648 | 0.83% of 370,000 active | inhibition, % at 6.95 µM;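 active = inhibition above the mean of compounds lying between control limits plus 3 SD, set per campaign, cut at about 8.5% in these data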;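 note: 0% = DMSO-only wells as the low control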
Target sequence (P78536 215-824 limits assumed): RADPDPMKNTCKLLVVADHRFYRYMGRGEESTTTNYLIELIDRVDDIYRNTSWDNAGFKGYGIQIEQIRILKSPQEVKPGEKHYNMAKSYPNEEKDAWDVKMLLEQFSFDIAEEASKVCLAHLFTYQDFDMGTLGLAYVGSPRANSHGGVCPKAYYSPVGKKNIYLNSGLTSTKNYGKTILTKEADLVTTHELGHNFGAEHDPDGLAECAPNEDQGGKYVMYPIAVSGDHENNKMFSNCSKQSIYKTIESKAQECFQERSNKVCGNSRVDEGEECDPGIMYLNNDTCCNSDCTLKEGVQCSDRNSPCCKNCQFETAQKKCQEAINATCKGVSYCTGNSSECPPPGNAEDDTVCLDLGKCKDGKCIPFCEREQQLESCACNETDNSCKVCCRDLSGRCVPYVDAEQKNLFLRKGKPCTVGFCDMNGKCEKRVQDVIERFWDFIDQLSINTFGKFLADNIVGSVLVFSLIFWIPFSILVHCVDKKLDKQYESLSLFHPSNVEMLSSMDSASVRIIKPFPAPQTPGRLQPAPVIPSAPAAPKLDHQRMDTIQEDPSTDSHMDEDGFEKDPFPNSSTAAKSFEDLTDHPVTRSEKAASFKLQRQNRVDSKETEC
hgDAF-12 ag – hgDAF-12 agonism, primary luciferase screen; activation, % at 6.8 µM; 1.8% of 370,000 active; HEK293 GAL4-hgDAF12 UAS-luciferase reporter, agonist luminescence; normalized to butyrate control;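 active = activation above a cutoff set at the mean of all screened compounds plus 3 SD, cut at about 10% in these data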;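 note: 0% = DMSO wells and 100% = sodium butyrate wells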
MBD2 DNA inh – inhibitors of human MBD2 binding to methylated oligonucleotide | inhibition, % at 4.4 µM | AID 686964 | 0.31% of 370,000 active | TR-FRET; in the data active = inhibition above about 13%
Target sequence (Q9UBB5 whole entry, looked up): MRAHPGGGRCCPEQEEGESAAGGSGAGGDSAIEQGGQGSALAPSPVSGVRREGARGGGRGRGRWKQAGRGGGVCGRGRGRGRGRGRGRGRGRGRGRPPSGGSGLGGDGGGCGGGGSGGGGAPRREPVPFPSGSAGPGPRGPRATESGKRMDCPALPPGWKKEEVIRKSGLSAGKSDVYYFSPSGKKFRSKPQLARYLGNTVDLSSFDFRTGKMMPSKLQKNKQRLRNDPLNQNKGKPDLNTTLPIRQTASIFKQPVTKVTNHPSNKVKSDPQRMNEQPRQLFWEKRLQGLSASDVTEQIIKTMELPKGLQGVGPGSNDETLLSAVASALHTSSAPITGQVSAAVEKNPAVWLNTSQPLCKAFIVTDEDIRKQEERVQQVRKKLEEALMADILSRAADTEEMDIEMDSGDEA
PLCb3 inh – PLC-beta3 (human) inhibition, primary screen; 0.18% of 370,000 active; Q01970; AID 720704; Purified PLC-beta3, fluorogenic substrate, fluorescence; inhibition, % at 12.2 µM; in the data active = inhibition above about 11%;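 note: 0% = median of compound wells on plate and 100% = full blocker control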
ssDAF12 agonist – activators of S. stercoralis DAF-12 nuclear receptor; AID 652126; 1% of 370,000 active; activation, % at 6.8 µM; HEK293 ssDAF-12/GRIP1 lit1-tk-luc reporter, luminescence; % of 3 µM dafachronic acid response;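 active = activation above the mean over all tested compounds plus 3 SD, cut at about 0.9% in these data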;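 note: 0% = DMSO-only wells and 100% = 3 µM delta7-dafachronic acid wells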
DAX1 inh-2 – inhibitors of human orphan nuclear receptor DAX1 (NR0B1). P51843. HEK293 Gal4-DAX1 luciferase reporter, luminescence. inhibition, % at 6.75 µM. 0.99% of 340,000 active. AID 504766;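 active = inhibition above the mean over all tested compounds plus 3 SD, cut at about 4.2% in these data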;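 note: 0% = DAX1-transfected cells with DMSO and 100% = empty-vector control cells with DMSO; inhibition shows as a rise in luminescence from relieved DAX1 repression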
NR1D1 modulator – modulates human Rev-erb alpha binding to DNA | P20393 | Rev-erbα–FITC-DNA binding, fluorescence polarization, 90 min | activity, % at 10 µM | 0.79% of 370,000 active | AID 1259318;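 active = activity above about 14%, limit read from the data; passing the limit was not always enough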;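 note: 0% = DMSO wells with 35 nM protein and 100% = DMSO wells with 750 nM protein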
* = called active by the depositor; i = inactive; . = no result given; & = joins results of further samples.

Results follow in this order: SMARCA2 act, hcDAF12 agonist, PLCg1 inh, DAX1 inh-1, ADAM17 inh, hgDAF-12 ag, MBD2 DNA inh, PLCb3 inh, ssDAF12 agonist, DAX1 inh-2, NR1D1 modulator
> CCOC(=O)/C(=N\Nc1ccccc1[N+](=O)[O-])c1csc(Nc2ccccc2)n1
  -3, 0.6, 1, 0.7, 0, 1.8, -1, -4, -2.0, 0.4, 3
> CSCCC1NC(=O)N(CC(=O)Nc2cccc3ccccc23)C1=O (stereo not drawn)
  1, -0.7, 5, -0.2, 2, 0.8, -9, 3, -1.7, -0.3, 8
> COc1cccc(C(=O)NCCC(=O)NCc2cc(=O)n(C)c(=O)n2C)c1
  3, 0.6, -1, 0.4, 0, -3.1, 1, 0, -0.8, 0.3, -3
> O=C1NC(N2CCOCC2)=N/C1=C/c1ccc2c(c1)OCO2
  -1, -1.8, -21, 0.7, -8, -4.1, 0, -34, -1.9, -0.6, 6
> COc1cc(CCC(=O)NNC(=O)c2ccc(C)cc2)cc(OC)c1OC
  2, 0.1, 4, 0.3, -1, -1.7, 1, -9, -1.1, 2.1, -1
> CCCC(=O)Nc1ccc(Cl)c(NC(=S)NC(=O)c2cc3ccccc3o2)c1
  1, 0.8, -1, -0.1, -1, 2.7, 5, 0, -1.4, -0.2, 1
> Cc1ccc(-n2c(-c3cnccn3)n[nH]c2=S)cc1
  -3, 1.3, 8, 0.5, 3, -0.8, -2, 9, -0.1, 2.9, 4
> CCCCCNC(=O)C1CCC(Cn2c(=S)[nH]c3ccccc3c2=O)CC1 (stereo not drawn)
  -2, -0.9, 3, 1.4, 0, 0.0, -1, -1, -0.9, 0.0, 7
> CC(C)NC(=O)C1CCN(Cc2cccc(OCc3ccccc3)c2)CC1
  -1, 1.9, 2, -0.2, 2, -1.3, 1, 4, 0.7, -1.0, -12
> CN(N)c1nc(-c2ccccc2)cc(-c2ccccc2)n1
  -3, 0.8, -26, -0.7, -27, 2.6, 0, -38, -1.0, 0.1, -4
> Cc1ccsc1C(=O)NCC(C)(C)N1CCOCC1
  4, -0.6, -1, -2.2, -5, 8.0, 0, -4, -0.5, 0.1, -5
> COC(=O)c1c(C)[nH]c(C(=O)/C=C/c2ccc(Cl)cc2)c1C
  -1, -2.4, 6, 0.6, 9.2*, 2.3, -2, 4, -1.3, 0.4, -2
> C/C(=C\c1ccccc1)C(=O)c1c(C)cc(C)[nH]c1=O
  1, -0.5, 3, -0.5, 2, 1.5, 0, 1, -0.9, 1.0, 13
> COc1cccc(-c2n[nH]nc2C2=CC(=O)CC(C)(C)C2)c1
  -3, 1.2, -14, 0.5, -1, 1.4, -2, -19, -1.1, 0.7, -3
> COC[C@@H]1CCCN1c1cccc2c1S(=O)(=O)N1CC[C@H](C1)O2
  -2, 0.3, 2, -0.4, -2, -3.2, -3, 2, -0.4, ., 8
> Cc1ccn(CC(=O)O)c(=O)c1
  0, -1.3, 5, 0.8, 4, -1.2, -2, 2, -1.7, 1.0, 3
> Cc1cc(OCCCC(=O)NCCN2C(=O)S/C(=C\c3cccnc3)C2=O)ccc1Cl
  0, -1.2, -2, -0.2, -1, 0.9, 2, 4, -1.6, -1.3, 4
> CCC(=O)N(c1ccccc1)C1CCN(C(=O)C(Cc2ccccc2)NC(C)=O)CC1 (stereo not drawn)
  -3, 1.3, 0, 0.2, -7, 0.5, 3, 1, -0.4, ., 3
> COc1ccc(NC(=O)c2ccc(-c3c(C)noc3C)c3ccoc23)cn1
  1, -3.1, -4, -0.8, -1, -4.4, -4, -1, -1.2, ., -2
> COCCn1c(=NC(=O)c2ccc(S(=O)(=O)N3CCCc4ccccc43)cc2)sc2cc(S(C)(=O)=O)ccc21
  1, 0.2, -7, 0.4, -4, 2.0, 0, -10, -1.1, 4.7*, 11
> O=c1c2c(-c3ccccc3)csc2ncn1/N=C/c1cccc([N+](=O)[O-])c1O
  -2, 0.2, 2, 0.3, -3, -3.5, 0, -2, -1.0, 2.4, 1
> O=C(/N=C1\NC(=O)C(F)(C(F)(F)F)S1)NC1CCCCC1 (stereo not drawn)
  0, 0.6, -3, -0.1, -2, -0.4, 0, -1, -1.3, 0.1, -3
> COc1ccc(-c2nnc(SCC(=O)Nc3ccc4cn[nH]c4c3)n2Cc2ccco2)cc1
  0, 7.4*, -3, -2.3, -1, 4.1, 3, -2, 0.5, ., -4
> O=c1c2cc(NC(=S)NC3CCCC3)ccc2nc2n1CCCCC2
  -1, -1.0, -6, -0.3, -9, -0.8, 2, -8, -1.3, -0.7, -1
> COC(=O)c1c(NC(=O)CSc2nnnn2-c2ccccc2)sc2c1CCC(C)C2 (stereo not drawn)
  -3, 4.8, -3, 0.1, -4, -1.4, -1, -1, -1.4, -1.1, 4
> O=C(O)C1=C[C@H](C2CC2)C[C@H](OCCCCO)O1
  0, -1.9, 2, 0.1, 0, -0.8, -1, 1, -0.2, 1.6, -1
> CNc1nc2ccccc2n1CC(=O)c1ccccc1
  1, 3.7, 3, 1.2, 2, 8.9, -3, 7, -0.1, 1.1, 0
> CCC1(C)Cc2c(sc3nc4n(c(=O)c23)CCCS4)CO1 (stereo not drawn)
  -3, -0.8, -4, 0.2, -13, 2.0, 3, -8, -0.4, -1.4, -3
> CCOc1ccc2nc(N3C(=O)/C(=C/c4ccccc4)NC3=S)sc2c1
  1, 3.1, -1, 2.4, 2, 9.7, 0, -1, 0.0, 5.1*, -3
> COc1cc([N+](=O)[O-])cc(/C=N/NC(=O)C(C)Nc2ccccc2C)c1O (stereo not drawn)
  -3, -1.6, 4, -0.7, 10.0*, -4.1, -17, 4, -1.0, 0.0, 3
> CN1c2ccccc2N(C)C1(C)c1ccccc1
  -6, -1.9, -30, -1.2, -8, -1.5, 0, -39, -1.0, 0.2, -3
> C=CCNC(=O)COC(=O)c1cccnc1Nc1ccccc1F
  -1, -0.5, -3, 0.8, -1, 1.0, 3, -5, -1.2, 0.5, 0
> O=C(Cc1ccc(Cl)cc1)NCCc1c[nH]c2ccccc12
  -2, 1.3, 1, -0.2, 1, 1.0, -3, -5, -0.9, 1.4, 2
> O=C(c1ccc(Br)cc1)c1cc2ccc(O)cc2oc1=O
  3, 2.2, -42, -0.1, 2, 5.2, -7, -60, -0.7, -0.4, 4
> CCN(Cc1ccccc1)C(=O)c1ccccc1C
  -2, -0.7, 0, -1.2, -5, 1.5, 5, 5, -1.6, 0.6, 2
> CC(C)(C)c1ccc(C(=O)N/N=C/c2ccc(OCCCF)cc2)cc1
  -3, -1.8, 0, 0.1, -3, -1.8, -3, -8, -1.4, 0.7, 4
> COc1ccc(C2/C(=C(/O)c3ccc(C)cc3)C(=O)C(=O)N2c2ccccn2)cc1OC (stereo not drawn)
  -2, -0.6, -1, -0.3, 2, -2.2, -6, -9, -1.2, -0.2, 2
> O=C(Cn1nc(-c2ccccc2)c2ccccc2c1=O)Nc1cccnc1
  -5, -1.6, 0, 0.1, -4, -2.8, 0, -1, -1.1, 0.5, 5
> CS(=O)(=O)N1CCN(C(=O)c2ccccc2F)CC1
  -2, 1.8, 2, -0.8, -3, -0.7, 4, 4, -1.1, 0.5, 1
> COc1cccc(Nc2c([N+](=O)[O-])cncc2[N+](=O)[O-])c1
  5, 1.6, 4, -1.0, 3, -1.9, -7, 1, -0.3, -0.1, 2
> Cc1ccc(OC(=O)c2cccc(S(=O)(=O)N3CCCC3)c2)c(-n2nc3ccccc3n2)c1
  1, 0.8, 1, 1.6, 1, 11*, -1, 6, -0.8, 3.9, 5
> CC1=C(CC(=O)O)c2cc(F)ccc2/C1=C\c1ccc(S(C)=O)cc1 (stereo not drawn)
  -2, 0.3, 2, -0.5, -3, 0.4, -3, 6, -1.4, -0.4, 4&6
> O=C(COc1ccccc1F)OCC(=O)N1CCc2ccccc21
  -2, 2.4, 0, 2.8, -5, 0.0, -3, -3, -0.5, 2.8, 2
> CN(C)CCOc1ccc(Cl)cc1C(C)(C)C
  -2, -1.5, 2, 0.8, -6, 2.5, 3, -1, -1.0, -0.2, 6
> N#Cc1cccc(NC(=O)c2ccc(S(=O)(=O)N3CCOCC3)cc2)c1
  -2, -2.1, -3, -0.8, -4, 4.1, 3, -5, -0.8, 0.4, -4
> Oc1ccc(CCc2n[nH]c(=S)n2-c2ccc(F)cc2)cc1
  -1, -1.5, 2, 0.0, 1, 0.1, 4, -6, -1.2, 1.3, -4
> COc1ccccc1CNC(=O)CN1CCN(Cc2ccc(Cl)cc2)C1=O
  -2, -1.0, 1, 0.5, -8, 2.1, 7, -5, -1.2, -0.2, -1
> COC(=O)c1ccc(NS(=O)(=O)c2cccc3cccnc23)cc1
  1, -0.5, 0, 0.7, 2, -0.2, -2, 2, -0.5, 1.4, 12
> CN(C(=O)c1ccc(NC(=O)C2CCN(C(=O)OC(C)(C)C)CC2)cc1)C1CC1
  1, -1.5, 3, 0.4, 1, 3.5, -1, 2, -1.3, 0.3, -7
> COc1cc(C2C(C#N)=C(N)Oc3n[nH]c(-c4cccnc4)c32)cc(Br)c1O (stereo not drawn)
  2, 1.1, -28, 0.5, 1, 1.2, -8, -35, -1.1, 1.3, -4
> COc1ccc(/C=N/NC(=O)Cn2ccnc2C)cc1OC
  -1, -1.3, -2, 0.3, -4, -0.6, 5, -3, -1.2, ., 2
> CCOc1cccc2cc(C(C)=O)oc12
  4, -1.4, -4, -0.1, 3, -1.6, -6, -4, -1.9, -0.5, 5
> Clc1ccc(-c2nnc3n2CCCCS3)cc1
  1, 1.1, -1, 0.2, 1, -0.6, 1, 2, -1.5, 1.0, 0
> CC[C@H](C)[C@H](NC(=O)CNC(=O)COc1cc2c(c3oc(=O)cc(C)c13)CCC(C)(C)O2)C(=O)O
  -2, -1.1, i, 0.2, i, 2.6, 4, i, -1.0, 3.7, -1
> COC(=O)Cn1ccnc1[N+](=O)[O-]
  -3, 0.2, 6, 0.3, -2, 1.6, 4, 6, -0.6, 0.8, -2
> CC(=O)NCCn1c(SCC#N)nc2ccccc2c1=O
  -2, -0.1, 2, -0.1, -3, 2.0, 3, 4, -1.5, 2.2, 0
> CC(=O)NC(c1ccc(F)c(F)c1)c1nc(-c2cccc(C(=O)O)c2)cs1 (stereo not drawn)
  -2, 0.9, -122, 1.6, -11, 4.5, -4, -166, -0.9, ., 8
> OCCCNc1nccc(-c2cc(Nc3cccc(Cl)c3)ncn2)n1
  -7, -5.1, -66, -3.3, -7, -9.8, 7, -71, -2.6, -6.1, 4
> CCOC(=O)c1sc(NC(=O)C2CC(=O)N(c3ccc(OC)cc3)C2)nc1C (stereo not drawn)
  -1, -3.1, -2, -0.1, -2, 1.7, 3, -7, -1.0, 0.0, 1
> COC(=O)c1c(-c2cccc(OC)c2)csc1N
  6, -2.8, 2, -0.4, 2, -1.4, -4, 5, -1.0, 2.9, 2
> COCCCNc1nc2ccccc2[nH]c1=O
  1, -0.5, -7, 0.6, -17, -1.0, -1, -16, -1.9, 1.8, 1
> C=Cc1ccc(COC(=O)c2cn(CC)c3nc(C)ccc3c2=O)cc1
  -1, -1.5, 9, 0.1, 2, 1.2, -3, 1, -1.2, -0.6, -1
> COc1cc(CCC(=O)Nc2ccc(S(=O)(=O)NC3=NCCCCC3)cc2)cc(OC)c1OC
  3, 0.9, -4, -0.8, -2, 3.1, 2, -11, -1.8, 0.6, -7
